KDM5B inh: inhibitors of human KDM5B histone demethylase | Q9UGL1 | KDM5B demethylase, FDH-coupled NADH fluorescence (FDH is formaldehyde dehydrogenase) | Potency, µM (titrated, usually from 57.7 µM), for the others: at the highest dose activity change, negative = inhibition, actives largely listed as inhibitors | actives 2.6% (n = 220,000) | AID 1347165; active = well fitted inhibition curve with a large enough effect; inconclusive = small, poorly fitted or top-dose-only effect; inactive = no such curve, though single readings can be large or run the other way; note: 0% is about no effect; nearly all actives have a fitted effect of over 70% in size
Target sequence (Q9UGL1 whole entry, looked up): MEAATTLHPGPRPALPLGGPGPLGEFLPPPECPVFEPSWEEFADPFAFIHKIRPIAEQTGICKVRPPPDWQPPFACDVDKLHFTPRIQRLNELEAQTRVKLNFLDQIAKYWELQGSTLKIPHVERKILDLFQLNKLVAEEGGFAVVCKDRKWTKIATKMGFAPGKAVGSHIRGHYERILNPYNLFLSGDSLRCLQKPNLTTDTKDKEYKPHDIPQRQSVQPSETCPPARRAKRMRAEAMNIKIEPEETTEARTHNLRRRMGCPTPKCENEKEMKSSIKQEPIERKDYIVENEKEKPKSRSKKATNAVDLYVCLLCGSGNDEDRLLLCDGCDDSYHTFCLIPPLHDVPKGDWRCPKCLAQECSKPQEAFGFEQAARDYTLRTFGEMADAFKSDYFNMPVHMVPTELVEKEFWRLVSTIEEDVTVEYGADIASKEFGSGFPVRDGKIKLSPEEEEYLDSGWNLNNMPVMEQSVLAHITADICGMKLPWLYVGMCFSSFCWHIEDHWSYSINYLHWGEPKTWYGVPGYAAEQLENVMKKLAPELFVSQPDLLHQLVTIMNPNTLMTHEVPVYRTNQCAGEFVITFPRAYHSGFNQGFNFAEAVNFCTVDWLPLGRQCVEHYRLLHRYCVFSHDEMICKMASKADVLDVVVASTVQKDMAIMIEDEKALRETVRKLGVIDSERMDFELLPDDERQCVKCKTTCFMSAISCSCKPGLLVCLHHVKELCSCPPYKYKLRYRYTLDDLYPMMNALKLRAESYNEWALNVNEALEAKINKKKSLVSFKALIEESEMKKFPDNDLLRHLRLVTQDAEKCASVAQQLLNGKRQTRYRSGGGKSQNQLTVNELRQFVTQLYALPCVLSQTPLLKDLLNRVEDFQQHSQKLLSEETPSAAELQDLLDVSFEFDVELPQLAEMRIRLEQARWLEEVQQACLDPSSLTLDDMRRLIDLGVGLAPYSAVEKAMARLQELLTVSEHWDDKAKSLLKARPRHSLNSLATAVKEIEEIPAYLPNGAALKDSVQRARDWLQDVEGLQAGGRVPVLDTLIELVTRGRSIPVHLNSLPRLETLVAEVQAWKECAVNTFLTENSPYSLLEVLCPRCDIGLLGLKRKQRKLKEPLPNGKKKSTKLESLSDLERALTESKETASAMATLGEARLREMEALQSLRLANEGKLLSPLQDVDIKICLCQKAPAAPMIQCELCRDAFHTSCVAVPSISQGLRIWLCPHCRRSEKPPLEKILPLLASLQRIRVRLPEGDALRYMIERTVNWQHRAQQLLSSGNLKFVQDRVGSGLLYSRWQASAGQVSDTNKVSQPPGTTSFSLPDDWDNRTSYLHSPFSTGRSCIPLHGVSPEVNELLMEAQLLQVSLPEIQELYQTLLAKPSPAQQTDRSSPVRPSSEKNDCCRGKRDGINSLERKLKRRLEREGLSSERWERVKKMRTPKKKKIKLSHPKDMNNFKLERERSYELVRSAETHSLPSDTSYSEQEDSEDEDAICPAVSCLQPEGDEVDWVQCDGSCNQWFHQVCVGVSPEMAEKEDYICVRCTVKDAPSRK
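KDM5BΔAP (200 nM final) in 50 mM HEPES pH 7.5, 0.01% Tween-20 was preincubated 10 min at RT with compound over a concentration range. Substrate mix (H3K4me3 12.5 µM, α-KG 25 µM, Fe²⁺, ascorbate, NAD⁺, FDH) was added, and NADH fluorescence change over 30 min gave dose-response curves.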
* = called active by the depositor; i = inactive; ? = inconclusive; & = joins results of further samples; [ ] = dose if it differs, or a comment. Potency is the fitted concentration of half-maximal effect.

SMILES	KDM5B inh
CCC(=O)Oc1ccc2c(C)c(CC)c(=O)oc2c1	353%[activator]
CCn1c(COc2cc(C)c(Cl)c(C)c2)n[nH]c1=S	-26%
O=C(NCC(F)(F)F)C1CN(Cc2ccccc2)C(=O)N1 (stereo unspecified)	3%[86.2 µM]
CCOC(=O)c1cc(OC(=O)c2cccc(C)c2)n(-c2ccccc2)n1	?
CN1CC(c2ccccc2)CC2(CCN(C(=O)c3ccc(=O)n(C)c3)CC2)C1 (stereo unspecified)	-10%
COc1ccc(C(=O)Nc2ccc3oc(-c4ccncc4)nc3c2)cc1Br	-10%
Cc1ccsc1CN1CCCC(c2nc(-c3cccnc3)no2)CCNC(=O)CC1 (stereo unspecified)	0%
COc1ccc(-c2noc(C3CC(=O)N(c4cc(C)cc(C)c4)C3)n2)cc1 (stereo unspecified)	?
CN1CCN(Cc2cc(=O)oc3cc(O)c(Cl)cc23)CC1	i
CCCn1ncc(-c2nc(-c3ccncc3)no2)c1C	53%[activator]
COc1ccc(C(=O)Nc2ccc3oc(=O)ccc3c2)c(OC)c1	13%
CCCn1nc(C(=O)OCC(=O)N2CCCC2)c2ccccc2c1=O	-2%
CCn1c(=O)c2sccc2n2c(CCC(=O)Nc3ccc(C(C)C)cc3)nnc12	-19%
C=CCOc1cc(C)c2c(c1C)[C@H](O)C([C@H](C)C(=O)NCCOC)CC2 (stereo partly specified)	-5%[86.2 µM]
Cc1ccc(C)c(S(=O)(=O)N2CCCOC2CNC(=O)C(=O)NC2CCCC2)c1 (stereo unspecified)	23%
CN(C)c1nc2c(c(=O)[nH]1)CCN(Cc1ccc(F)cc1)CC2	5%
CCOc1ccc(-n2c(=O)c3c(C)c(C)sc3n(Cc3c(F)cccc3Cl)c2=O)cc1	-9%
Cc1ccc(CCNC(=O)c2sc3ncccc3c2-n2c(C)ccc2C)cc1	?
O=C(NCCc1cnc[nH]1)C1CC(=O)N(c2n[nH]c3ccccc23)C1 (stereo unspecified)	9%
CS(=O)(=O)N1CC2(CCCCN2CC2CC2)Cc2ccccc21 (stereo unspecified)	-15%[149 µM]
COc1cccc(Oc2c(C)oc3cc(OCc4ccccc4F)ccc3c2=O)c1	16%
CC(=O)N1C2CCC1CN(c1ccc(C(F)(F)F)cc1)C2	13%[149 µM]
O=C(O)C1C(c2ccccc2)C(C(=O)Oc2cccc3ccccc23)C1c1ccccc1 (stereo unspecified)	6%
COCC1CCN(Cc2cn(-c3ccccc3F)nc2-c2cc(C)sc2C)CC1	20%
CS(=O)(=O)N1CCCCCNC(=O)[C@@H]2CCCC[C@@H]21	10%

Some of these compounds in order of their number in KDM5B inh, high to low.
SMILES	KDM5B inh
CS(=O)(=O)N1CCCCCNC(=O)[C@@H]2CCCC[C@@H]21	10%
CCOc1ccc(-n2c(=O)c3c(C)c(C)sc3n(Cc3c(F)cccc3Cl)c2=O)cc1	-9%
CCn1c(=O)c2sccc2n2c(CCC(=O)Nc3ccc(C(C)C)cc3)nnc12	-19%

The listing continues:
SMILES	KDM5B inh
CCCCCc1ccc(OCCC[n+]2ccccc2)c(CCCCC)c1	?
COc1cccc([S+](=O)([O-])N2CCCC3(CC(c4cccnc4)=NO3)C2)c1 (stereo unspecified)	-14%&4%[115 µM]
CCCSc1nn(CCN(C)C)c2nc3sc(C)c(CC)c3c(=O)n12	1%
COc1ccccc1C(=O)Nc1ccc2c(c1)nc(CN1CCCCC1)n2C	-18%
O=c1[nH]cnc2scc(-c3ccc(F)cc3)c12	36%
Cc1ccccc1NC(=O)N(C)CC1CCOC1 (stereo unspecified)	19%
CC(C)NC(=O)N1CCC(N2C(=O)C3(CCCC3)C2c2ccccc2)CC1 (stereo unspecified)	21%
Cc1c2cnn(-c3ccccc3)c(=O)c2c(C)n1CCCC(=O)NCc1ccccn1	-5%
Cc1nc(CS(=O)(=O)c2ccccn2)sc1C(=O)NNC(=O)c1c(F)cccc1Cl	28%
CCOC(=O)c1c(N)n(-c2ccc(Cl)c(Cl)c2)c2nc3ccccc3nc12	?
CCN(CC)S(=O)(=O)c1nnc(NC(=O)c2ccc(C)cc2)s1	13%
CC(=O)Nc1c(C)nn(-c2ccccc2)c1N1CCC(C(=O)NCc2ccccc2Cl)CC1	8%
COCCSc1nnc(NC(=O)C2CC(=O)N(CCc3ccc(F)cc3)C2)s1 (stereo unspecified)	-15%
Cc1ccc(C)c(NC(=O)c2cc(S(=O)(=O)NCCc3ccccc3)ccc2F)c1	15%
Cc1ccc(C)c(N2CCN(C(=O)c3cnc4c(-c5ccccc5)c(C)nn4c3C)CC2)c1	?
CC(C)(C)/C(O)=C/c1nc2cc(Cl)ccc2oc1=O	?
Cc1noc([C@@H]2CNC[C@H]2CO)n1	10%
COc1ccc(Cl)cc1NC(=O)CSC1=Nc2ccccc2C2=NC(CC(=O)NCc3cccs3)C(=O)N12 (stereo unspecified)	1%
CSc1ncc(Cl)c(C(=O)Nc2c(C(=O)Nc3cccc(C)c3)oc3ccccc23)n1	-9%
CC1(C)CNC(=O)c2nc(C3(CN4CCCC4)CC3)[nH]c2C1	?
NC(=O)c1ccc(-n2nnnc2SCC(=O)Nc2ccc(F)cc2)cc1	11%
CSc1cccc(NC(=O)c2ccccc2C)c1	21%
COc1ccc(-c2ocnc2C(=O)Nc2ccccc2OC)cc1	13%
CCc1c(C(=O)N2CCCN(C)C3(CCN(C)CC3)C2)csc1C	-1%
O=C(c1ccccc1Cl)N1CCC2(CC1)CCN(CCc1ccccc1)c1ccccc1O2	?

(list continues)
SMILES	KDM5B inh
CCOc1ccc(C(=O)Nc2ccc3oc(-c4cccc(I)c4)nc3c2)cc1	54%[activator]
NCC(O)COc1ccccc1 (stereo unspecified)	17%
O=C(NCc1ccccc1)c1ccc(CNS(=O)(=O)c2ccc(Br)cc2)cc1	-24%
CCCc1nnc(NC(=O)C(CC)Sc2nnc3c4ccccc4n(C)c3n2)s1 (stereo unspecified)	9%
Cc1ncccc1C(=O)N1CCC(N2C(=O)C3(CCCC3)C2c2ccccc2)CC1 (stereo unspecified)	8%
COc1cccc(-c2nc(SCc3cc(=O)c4cc(C)cc(C)c4[nH]3)n[nH]2)c1	12%
Cc1ccc(OCC(=O)N(Cc2nnc(-c3ccccc3Cl)o2)C2CC2)cc1C	4%
COc1cccc(CNC(=O)c2ccc3c(c2)N(Cc2ccc(C(F)(F)F)cc2)C(=O)c2ccccc2S3)c1OC	-40%
CCOc1cc(C=O)cc(Br)c1OCc1cccc(C)c1	10%
O=C(Nc1nnc(N2CCCC2)s1)Nc1cc(F)ccc1F	-12%
COc1ccc(CCC(=O)NCC(O)COCc2ccc(OC)cc2)cc1 (stereo unspecified)	-8%
O[C@@H]1C[C@@H](c2nc(-c3cnccn3)no2)N(CC2CCCCC2)C1	?
CC(C)(C)NC(=O)C1CCN(S(=O)(=O)Cc2ccccc2)CC1	16%
O=C(OC(c1ccccc1)c1ccccn1)c1cnc2ccccc2n1 (stereo unspecified)	1%
O=C(c1c[nH]c2ccccc12)N1CCC2(CNS(=O)(=O)c3cccnc3O2)C1 (stereo unspecified)	-16%[115 µM]
COC(=O)C(NC(=O)CCc1c(C)nc2c(-c3ccccc3)c(C)nn2c1C)C(C)C (stereo unspecified)	?
N#Cc1nc(COc2ccc(-c3ccccc3)cc2)oc1NCCCN1CCOCC1	-2%
c1ccc([C@@H]2CNC[C@H]2COc2ccncc2)nc1	?
COc1cccc2cc(-c3csc(-c4ccccc4F)n3)c(=O)oc12	?
N/C(=C\C(=O)c1c(O)c(F)c(F)c(F)c1F)C(=O)O	?
Cc1cnc(C(=O)N[C@@H]2CCC[C@@H]2C(=O)NCc2ccc(C)c(C)c2)cn1	20%
O=C(c1ccccc1)N1CCCC(C(=O)N2CCN(c3ccccc3)CC2)C1 (stereo unspecified)	5%
COc1cccc(NC(=O)Cn2c(=O)n(-c3ccc(Cl)cc3)c(=O)c3oc4ccccc4c32)c1	-87%
CCS(=O)(=O)c1nc(-c2ccc(Cl)cc2)cc(C(F)(F)F)n1	?
COc1ccc(C(C)=O)cc1CN1CCc2ccccc2C1	-24%

Additional entries:
SMILES	KDM5B inh
CCc1ccc(OCc2ccc(C(=O)O)cc2)cc1	4%
CCc1nc(-c2c3n(c(=O)n(Cc4ccc(F)cc4F)c2=O)CCCC3)no1	-12%
O=c1cc(CN2CCN(c3ccccc3F)CC2)c2cc(Cl)c(O)cc2o1	?
Cc1ccc(Nc2nnc(-c3cc4c(ccc5ccccc54)oc3=O)s2)cc1	-95%
Cc1nnc([C@@H]2CC(F)(F)CN2S(=O)(=O)c2ccc(F)cc2)o1	9%
COc1ccccc1C(CC(=O)NCCc1ccccc1)c1c[nH]c2ccccc12 (stereo unspecified)	?
CC(C)CC(NC(=O)COc1cccc2ccccc12)C(=O)O (stereo unspecified)	-17%
Cc1cc(C)cc(-n2c(SCC(=O)N3CCOCC3)nc3c([nH]c4ccccc43)c2=O)c1	-28%
Cc1nn(C(C)C(=O)NCc2ccco2)c(=O)c2nn(-c3ccccc3)c(C)c12 (stereo unspecified)	-11%
O=C(CN1CCCCCC1)Nc1ccc(S(=O)(=O)N2CCCCC2)cc1	-4%
CNC(=O)c1c(NC(=O)Cc2coc3ccc(OC)cc23)sc2c1CCCC2	-21%
NC(=O)CO[C@@H]1CO[C@H]2[C@@H]1OC[C@@H]2NS(=O)(=O)c1cccs1	4%[86.2 µM]
CN1CC(=O)N(C2CCNCC2)Cc2c(NCC3CCCCC3)ncnc21	?
CCOC(=O)CSc1nc(C)c2cccc(C)c2n1	-14%&-83%
O=S(=O)(NC(c1ccccc1)c1cccs1)c1cccs1 (stereo unspecified)	-2%
N=C(N)c1cc(I)cc([N+](=O)[O-])c1	7%
CCCCC1CN(c2ccc(Cl)cc2)C(=O)CN1C(=O)CNC(=O)OC (stereo unspecified)	1%
Cc1ccc(-c2nc3ccccc3s2)cc1NC(=O)c1ccccc1C	-9%
COCCN1Cc2nc(-c3cnn(Cc4ccccc4)c3)ccc2OCC1=O	?
Cc1ccccc1Nc1nc(CSc2nnnn2C2CC2)cs1	?
COc1cc(/C=C2/C(=O)N(c3cccc(Br)c3)N=C2C)cc(OC)c1O	?
CCN(CC)S(=O)(=O)c1ccc(NC(=O)c2c(C)oc3ncnc(N4CCCCC4)c23)cc1	-16%
C=CCSc1nc2c(c(=O)[nH]c(=O)n2C)n1Cc1ccc(Cl)cc1	-3%
C=CCN1CC2(CCC1=O)CCN(C(=O)[C@@H](O)Cc1ccccc1)CC2	9%
O=C1NC2(CCN(Cc3cccc4ccccc34)CC2)COc2ccccc21	-16%

(continued)
SMILES	KDM5B inh
CC(C)COc1ccc(C(=O)OCC[N+]2(C)CCOCC2)cc1	-5%
COc1ccc(-c2[nH]ncc2CN)cc1	27%
CN(C)S(=O)(=O)c1cc(NC(=O)COC(=O)c2nn(C)c(=O)c3ccccc23)ccc1Cl	7%
Cc1cccc(N2CCN(C(=O)c3nn(C)c4c3CSc3ccccc3-4)CC2C)c1 (stereo unspecified)	-27%
COc1cc(NC(=O)CC2SCCNC2=O)cc(OC)c1OC (stereo unspecified)	-2%
CCCn1c2ccccc2c2cnn(CC(=O)Nc3cc(C)c(Cl)cc3OC)c(=O)c21	-21%
O=C(c1ccc2c(c1)N(Cc1cccc(F)c1)C(=O)c1ccccc1S2)N1CCCC1	-13%
O=C(CC1CCCC1)N1CCOc2ccc(CN3CCc4ccccc4C3)cc2C1	?
COc1ccc(-c2nc3sc(CCNC(=O)C(=O)Nc4ccc(C)c(C)c4)c(C)n3n2)cc1	-13%
NS(=O)(=O)c1ccc(F)c(C(=O)O)c1	-15%
COc1ccc(CCNC(=O)CCn2c(=O)c3cccn3c3ccc(F)cc32)c(OC)c1OC	?
COc1cc(/C=C(\C#N)C(=O)Nc2ccc(OC(F)(F)F)cc2)cc(OC)c1OC	-12%
COc1ccc(CN2C(=O)[C@@H]3C[C@@H](O)CN3C3(CN(Cc4ccc(F)cc4)C3)C2=O)cc1	11%
O=C(NCC12CC3CC(C1)CC(CNC(=O)c1ccc(Cl)cc1)(C3)C2)c1ccc(Cl)cc1	3%
CCC(C)n1c(=O)[nH]c2cccnc21 (stereo unspecified)	1%[115 µM]
CCCN1C(=O)[C@H]2CC[C@@H]1CN(C(=O)c1nc(-c3ccccc3)[nH]c1C)C2	?
O=C(c1cc2ccccc2o1)N1CCCC2(CNS(=O)(=O)c3cccnc3O2)C1 (stereo unspecified)	-19%[115 µM]

Of the compounds above, 13 contain an NH in an aromatic ring:
SMILES	KDM5B inh
CCn1c(COc2cc(C)c(Cl)c(C)c2)n[nH]c1=S	-26%
CN(C)c1nc2c(c(=O)[nH]1)CCN(Cc1ccc(F)cc1)CC2	5%
O=C(NCCc1cnc[nH]1)C1CC(=O)N(c2n[nH]c3ccccc23)C1 (stereo unspecified)	9%
O=c1[nH]cnc2scc(-c3ccc(F)cc3)c12	36%
CC1(C)CNC(=O)c2nc(C3(CN4CCCC4)CC3)[nH]c2C1	?
COc1cccc(-c2nc(SCc3cc(=O)c4cc(C)cc(C)c4[nH]3)n[nH]2)c1	12%
O=C(c1c[nH]c2ccccc12)N1CCC2(CNS(=O)(=O)c3cccnc3O2)C1 (stereo unspecified)	-16%[115 µM]
COc1ccccc1C(CC(=O)NCCc1ccccc1)c1c[nH]c2ccccc12 (stereo unspecified)	?
Cc1cc(C)cc(-n2c(SCC(=O)N3CCOCC3)nc3c([nH]c4ccccc43)c2=O)c1	-28%
C=CCSc1nc2c(c(=O)[nH]c(=O)n2C)n1Cc1ccc(Cl)cc1	-3%
COc1ccc(-c2[nH]ncc2CN)cc1	27%
CCC(C)n1c(=O)[nH]c2cccnc21 (stereo unspecified)	1%[115 µM]
CCCN1C(=O)[C@H]2CC[C@@H]1CN(C(=O)c1nc(-c3ccccc3)[nH]c1C)C2	?

The list is partial; rates above refer to the full screens.
